Tb PFK inh = T. brucei PFK enzyme inhibition; T. brucei PFK, ADP-Glo luminescence; Potency, µM (series often up to 57.5 µM), for the others: at the top dose activity, negative = inhibition, usual class: inhibitors; 0.17% of 330,000 active; AID 485367;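 note: potency is the fitted concentration of half-maximal effect; 0% = uninhibited 1x PFK enzyme wells and -100% = no-enzyme wells; nearly all actives have a fitted effect of over 60% in size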
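In TEA buffer at pH 8.0 with 5 mM MgCl2, enzyme (1.25 nM) converted F6P (0.5 mM) and ATP (0.1 mM) for 45 min at room temperature. ADP product was read by luciferase luminescence.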
RORg inh = blocks mouse ROR gamma transcriptional activity; Potency, µM (doses to about 53.6 µM), inactives show at the highest dose activity change, negative = inhibition, most hits filed as inhibitors; AID 2551; Drosophila S2 Gal4-RORgamma UAS-luciferase reporter, 20 h; 5.4% of 310,000 active; P51450; note: potency is the fitted concentration of half-maximal effect; % is set by controls: 0 for no effect and ±100 for the full control effect; nearly all actives have a fitted effect of over 60% in size
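Compounds are pin-transferred onto Drosophila Schneider cells expressing a copper-inducible Gal4–ROR gamma transactivation domain fusion. After 1 hr, copper sulfate is added to 700 uM final; luciferase is read 20 hr later.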
VP16 counter = inhibits Gal4-VP16 luciferase reporter, ROR gamma counter-screen; Drosophila S2 Gal4-VP16 UAS-luciferase, luminescence, 20 h; Potency, µM (top dose mostly 53.6 µM), without a hit: at the top dose activity, negative = inhibition, usual class: inhibitors; 3.5% of 310,000 active; AID 2546;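 note: Gal4-VP16 expression switched on by copper sulfate through the metallothionein promoter; potency is the fitted concentration of half-maximal effect; % is set by controls: 0 for no effect and ±100 for the full control effect; nearly all actives have a fitted effect of over 50% in size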
ELG1 genotoxic = genotoxicity induction in ELG1-luciferase HEK293T cells. Potency, µM (series often up to 46 µM), inactives show at the top dose activity change, positive = activation, usual class: activators. HEK293T ELG1-luciferase reporter, luminescence, 16 h. 1.3% of 330,000 active; note: potency is the fitted concentration of half-maximal effect; % of control where 0% means no effect; nearly all actives have a fitted effect of over 60% in size
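16 hr compound incubation (37 °C, 5% CO2) of HEK293T cells carrying luciferase-tagged ELG1; luciferase then measured by ONE-Glo luminescence after 30 min at RT.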
Rab9 promoter act = activators of Rab9 promoter. Huh7 Rab9 promoter-luciferase reporter, luminescence, 24 h. AID 485297. Potency, µM (highest dose often 9.22 µM), for the others: top-dose activation, negative = inhibition, most hits filed as activators. 2.8% of 320,000 active; note: potency is the fitted concentration of half-maximal effect; % of control where 0% means no effect; nearly all actives have a fitted effect of over 60% in size
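Luminescence read-out: Huh7 cells stably expressing Rab9-luciferase, treated 24 h with compound at 37 °C, then lysed with luciferase reagent for 10 min at ambient before reading.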
TRPV1 ag = activates the human vanilloid receptor TRPV1 | TRPV1-expressing cells, Fluo-8 calcium influx, agonist mode | 0.19% of 320,000 active | AID 540275 | activation, % at 8.33 µM | Q8NER1; in the data active = activation above about 80%; inconclusive = between about 30% and that limit; note: 0% is about no effect
Target sequence (Q8NER1 whole entry, looked up): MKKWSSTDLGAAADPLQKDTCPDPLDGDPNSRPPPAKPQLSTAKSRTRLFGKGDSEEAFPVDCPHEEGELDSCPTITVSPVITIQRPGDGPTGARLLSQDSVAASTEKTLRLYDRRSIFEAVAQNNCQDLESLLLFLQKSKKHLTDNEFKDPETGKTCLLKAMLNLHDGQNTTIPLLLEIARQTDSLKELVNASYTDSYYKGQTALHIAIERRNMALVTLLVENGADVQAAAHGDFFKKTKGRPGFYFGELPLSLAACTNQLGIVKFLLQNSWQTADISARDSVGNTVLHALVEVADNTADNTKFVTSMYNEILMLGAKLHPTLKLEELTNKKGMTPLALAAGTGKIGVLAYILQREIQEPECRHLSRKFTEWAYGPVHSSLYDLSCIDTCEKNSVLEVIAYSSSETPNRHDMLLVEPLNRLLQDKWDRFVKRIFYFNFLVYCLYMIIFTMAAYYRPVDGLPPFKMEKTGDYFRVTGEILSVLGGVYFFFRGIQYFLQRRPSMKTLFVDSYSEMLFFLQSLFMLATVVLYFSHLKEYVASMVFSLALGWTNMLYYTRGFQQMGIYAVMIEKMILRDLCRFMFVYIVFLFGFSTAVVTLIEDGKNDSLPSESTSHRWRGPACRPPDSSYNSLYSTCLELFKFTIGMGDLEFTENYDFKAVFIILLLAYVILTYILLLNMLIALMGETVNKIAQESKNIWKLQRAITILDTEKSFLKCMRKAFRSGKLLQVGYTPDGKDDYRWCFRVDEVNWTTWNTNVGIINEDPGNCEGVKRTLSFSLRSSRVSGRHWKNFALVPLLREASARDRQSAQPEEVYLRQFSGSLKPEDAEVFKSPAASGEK
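TRPV1-expressing cells were cultured overnight at 35.5C and loaded with Fluo-8 calcium dye for 40 to 90 min at room temperature. After a 10 s baseline, compound was added and calcium influx was read kinetically for 3 min (ex 480/em 520 nm).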
p53 reactivation = restores transcriptional activity of mutant p53 | H1299 p53-A138V BP100-luciferase reporter, luminescence, 24 h | 0.063% of 320,000 active | AID 504706 | Potency, µM (top dose mostly 92.2 µM), for inactives: at the highest dose activity change, positive = activation, usual class: activators; note: potency is the fitted concentration of half-maximal effect; % of control where 0% means no effect; nearly all actives have a fitted effect of over 45% in size
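p53-null H1299 cells stably carrying temperature-sensitive p53-A138V and a BP100-luciferase reporter were pinned with compounds (4-point, 1:5 series) and held 24 hrs at 37 deg C. Luminescence was read 10 min after detection reagent.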
NPC1 prom act = activators of NPC1 promoter; Huh7 NPC1 promoter luciferase reporter, 24 h; AID 485313; 2.4% of 320,000 active; Potency, µM (highest dose often 9.22 µM), for the others: at the highest dose activation, hits mostly activators;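 note: potency is the fitted concentration of half-maximal effect; % of control where 0% means no effect; nearly all actives have a fitted effect of over 60% in size; reporter is driven by a mutant NPC1 promoter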
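Readout is luciferase luminescence, reflecting NPC1 promoter activation in stably transfected Huh7 cells after 24 h compound exposure at 37 °C in reduced-serum medium with 10% FBS.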
FLuc counter = counter-screen for miR-21 project: firefly luciferase inhibitors or activators; P08659; purified FLuc, Km substrates, luminescence inhibition; Potency, µM (titrated, usually from 57.5 µM), inactives show top-dose activity change, negative = inhibition, most hits filed as inhibitors; 6.9% of 360,000 active; AID 588342;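 note: potency is the fitted concentration of half-maximal effect; plate controls were vehicle for no effect and reference inhibitor for full effect; nearly all actives have a fitted effect of over 55% in size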
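Purified P. pyralis luciferase (10nM final) with 10uM D-luciferin and 10uM ATP (Km levels) in 50mM Tris acetate pH 7.5, 10mM Mg acetate, 0.01% Tween-20, 0.05% BSA; qHTS 6-point titration, ~60 µM downward; luminescence read.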
ELG1 DNA repair = ELG1-dependent DNA repair inhibition | 2.3% of 330,000 active | HEK293T ELG1-luciferase reporter, luminescence, 16 h; DNA damage induced by 5-fluorouridine | Potency, µM (titrated, usually from 46.1 µM), inactives show top-dose activity change, negative = inhibition, actives largely listed as inhibitors; note: potency is the fitted concentration of half-maximal effect; % is set by controls: 0 for no effect and ±100 for the full control effect; nearly all actives have a fitted effect of over 55% in size
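Cells (2,000 per well) received 5-fluorouridine plus test compound or DMSO and were incubated 16 hr at 37 °C, 5% CO2. Luciferase activity was read by luminescence 30 min after ONE-Glo addition; signal suppression marked inhibition of damage-induced ELG1 function.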
BRCA1 expr act = BRCA1 expression activation; Potency, µM (highest dose often 46.1 µM), inactives show top-dose activation, actives largely listed as activators; MCF7-BRCA1-FFLuc reporter, luminescence, 48 h; response scale: scaled: vehicle 0%, 10 µM genistein 100%; AID 624202; 1.1% of 380,000 active; note: potency is the fitted concentration of half-maximal effect; nearly all actives have a fitted effect of over 80% in size; some results filed as inactive show a strong effect at the top dose
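MCF7 cells carrying a BRCA1-firefly luciferase reporter (2000 cells/well, phenol-red free MEM) were attached for 2 h at 37 °C, then given compounds for 48 h. Luminescence was read 15 min after luciferase reagent; activity normalized to genistein (10 microM) and DMSO.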
* marks the source's active call; other numbers are inactive results; ? = inconclusive; · = no result given; [ ] = another dose, or the depositor's remark. Unless noted, calls come from the whole dose curve; as a rule, active = well fitted curve in the direction sought with a large enough effect; inconclusive = small, poorly fitted or top-dose-only effect, or another doubt; inactive = no such curve, though single readings can be large; an effect the other way counts as inactive or inconclusive.

SMILES	Tb PFK inh	RORg inh	VP16 counter	ELG1 genotoxic	Rab9 promoter act	TRPV1 ag	p53 reactivation	NPC1 prom act	FLuc counter	ELG1 DNA repair	BRCA1 expr act
O=C(c1ccncc1)N1CCCC(N2CCN(c3cccc(C(F)(F)F)c3)CC2)C1 (centres undefined)	-17%	17%	-8%	-6%	5%	3	-4%	0%	0%	17%	-17%
Cc1nc(C(=O)N2CCC(n3nccc3NC(=O)Nc3ccccc3Cl)CC2)cs1	-1%	-1%	0%	1%[9.26 µM]	1%	1	2%	0%	0%	13%	0%
CC(=O)c1ccc(NC(=S)NC(C)c2ccc(Cl)cc2Cl)cc1 (centres undefined)	-6%	11µM*	-24%	-7%	-9%	19	0%	-3%	-5%	-12%	-35%
N#Cc1cccc(Cn2cc(C(F)(F)F)ccc2=O)c1	0%	-1%	-6%	-4%	-4%	2	-5%	-1%	0%	?	-15%
CCNc1nc(NCC)n2c(SCC(=O)c3ccccc3Cl)nnc2n1	-3%	-1%	-6%	-3%	-4%	3	1%	-2%	-2%	9%	-1%
COc1ccc(/C=C2\SC(=O)N(CC(=O)Nc3cccc(C)c3)C2=O)cc1O	-3%	?	18µM*	15%	0%	5	-22%	0%	-17%	5%	9%
C=C(C)C1CC=C(C)/C(=N\NC(=S)Nc2ccc(C)cc2)C1 (centres undefined)	-5%	1.1µM*	4.5µM*	7%	2%	9	?	0%	-20%	6%	-49%
CCN(CC)Cc1cc(NC2=NS(=O)(=O)c3ccccc32)ccc1OC(=O)c1ccccc1	0%	-15%	-18%	0%	3%	-2	-5%	-1%	6%	2%	-17%
CCOC(=O)C1=C(CN2CCN(CCC#N)CC2)NC(=O)NC1c1ccc2c(c1)OCO2 (centres undefined)	-3%	4%	13%	1%	2%	-3	2%	-2%	5%	11%	-8%
COc1ccc(CCn2c(N3CCN(C)CC3)nc3c2c(=O)[nH]c(=O)n3C)cc1	0%	-7%	-5%	1%	19%	·	-3%	-2%	1%	-1%	6%
Cc1cccc(NC(=O)CN(C)S(=O)(=O)c2cccc3cccnc23)c1	1%	40%	-4%	-8%	1%	3	-5%	-5%	-16%	-11%	-4%
COc1ccc(OC)c(N(CC(=O)O)S(=O)(=O)c2ccc(OC)c(OC)c2)c1	0%	-18%	6%	2%	1%	-1	2%	0%	-10%	8%	12%
Cc1ccc(S(=O)(=O)N2CCC(c3nc4c(nnn4Cc4ccccc4)c(=O)[nH]3)CC2)cc1	-2%	2%	-24%	-1%	1%	1	-4%	-7%	-15%	?	-23%
CCOC(=O)c1c(C)[nH]c(C(=O)COC(=O)CNS(=O)(=O)c2ccc(C)cc2)c1C	-3%	·	·	10%	1%	-3	12%	-1%	·	19%	-13%
COc1cccc(C(=O)N2CCN(Cc3ccccn3)CC2)c1	-4%	-6%	3%	-7%	-5%	-1	0%	2%	5%	10%	-25%
O=C1CNC(=O)N1CC(O)Cn1c2ccccc2c2ccccc21 (centres undefined)	-3%	-18%	0%	-2%	-16%	3	-2%	-5%	0%	3%	20%
Cc1ccc(Oc2nnc(-c3cccs3)c3ccccc23)cc1	11%	14%	-4%	-1%	-1%	19	1%	0%	0%	14%	1%
Cc1c(Cl)cccc1NC(=O)CSc1nncn1-c1cccnc1	1%	1%	-8%	0%	1%	6	0%	2%	0%	6%	-10%
Cc1ccc(N2CC(C(=O)Nc3ccc(S(=O)(=O)N4CCCC4)cc3)CC2=O)cc1 (centres undefined)	-8%	-4%	11%	-2%	2%	0	-11%	-3%	1%	-1%	-16%
Cc1cccc(NCC(O)Cn2cnc3c2c(=O)n(C)c(=O)n3C)c1 (centres undefined)	-28%	25%	-1%	-12%	1%	1	-1%	-3%	0%	-27%	-16%
CCC(=O)NC(c1ccccc1)c1nc2ccccc2[nH]1 (centres undefined)	0%	18%	-1%	10%	3%	1	16%	2%	-3%	?	3%
CCC(C)Sc1nnc(Cc2cc(=O)[nH]c(=O)[nH]2)n1-c1ccc(F)cc1 (centres undefined)	-1%	2%	-18%	2%	1%	-7	-2%	0%	-1%	10%	-7%
CCc1ccc(NC(=O)CSc2nnc(C)c(=O)n2N)cc1	-4%	5%	0%	-3%	-1%	1	4%	0%	-1%	?	-1%
O=C(Cc1ccccc1)Nc1c(C(=O)N2CCCCCC2)cnn1-c1ccccc1	0%	-9%	0%	-1%	-5%	-1	-6%	-1%	1%	0%	-14%
Cc1nc(CS(=O)(=O)c2ccccc2)cc(Sc2ccccc2Cl)n1	2%	0%	?	9%	22%	13	8%	0%	?	?	?

Quoted from the results shown (3 entries):
SMILES	Tb PFK inh	RORg inh	VP16 counter	ELG1 genotoxic	Rab9 promoter act	TRPV1 ag	p53 reactivation	NPC1 prom act	FLuc counter	ELG1 DNA repair	BRCA1 expr act
N#Cc1cccc(Cn2cc(C(F)(F)F)ccc2=O)c1	0%	-1%	-6%	-4%	-4%	2	-5%	-1%	0%	?	-15%
CCNc1nc(NCC)n2c(SCC(=O)c3ccccc3Cl)nnc2n1	-3%	-1%	-6%	-3%	-4%	3	1%	-2%	-2%	9%	-1%
COc1ccc(/C=C2\SC(=O)N(CC(=O)Nc3cccc(C)c3)C2=O)cc1O	-3%	?	18µM*	15%	0%	5	-22%	0%	-17%	5%	9%

The results go on:
SMILES	Tb PFK inh	RORg inh	VP16 counter	ELG1 genotoxic	Rab9 promoter act	TRPV1 ag	p53 reactivation	NPC1 prom act	FLuc counter	ELG1 DNA repair	BRCA1 expr act
O=C(NC1CC1)C1CCN(C(=O)c2ccccc2Cl)CC1	0%	1%	-3%	-3%	-1%	-5	7%	2%	5%	2%	-5%
Cc1cc(SC(C)C(=O)Nc2ncc(Cl)cc2Cl)nc2ccccc12 (centres undefined)	1%	-33%	16%	-5%	0%	23	7%	-2%	-11%	?	-10%
O=C(Oc1ccc2c3c(c(=O)oc2c1)CCC3)c1ccco1	-5%	0%	7%	8%	0%	0	0%	1%	13µM*	17%	-2%
CNS(=O)(=O)c1cccc(C(=O)OCC(=O)N2CCc3ccccc3C2)c1	-7%	-4%	-7%	2%	-2%	1	0%	0%	-18%	-1%	4%
Cc1ccc(-c2nnc(N3CCN(S(C)(=O)=O)CC3)c3ccccc23)cc1	16%	11%	?	-16%	2%	-7	-5%	-5%	-3%	?	-32%
O=C(COC(=O)c1ccc(S(=O)(=O)N2CCCC2)cc1)Nc1ccc(N2CCOCC2)cc1	2%	-3%	1%	2%	2%	1	2%	1%	-5%	8%	21%
CCOc1ccccc1Nc1cc(C)c2cccc(C)c2n1	0%	20%[1.91 µM]	-13%	-5%	1%	-2	·	-3%	4%	-10%	-32%
NS(=O)(=O)c1ccc(NC(=O)COc2cccc3ccccc23)cc1	-4%	8%	-1%	4%	-1%	?	-15%	1%	2%	2%	-7%
CCn1ncc(/C=C/C(=O)NCc2cn(C)nc2C)c1C	-2%	-17%	0%	1%	7%	0	-5%	-5%	4%	-11%	6%
CC(C)(C)NC(=O)CSc1nnnn1C(C)(C)C	-1%	20%	8%	8%	18%	0	?	11%	-14%	?	40%
CCOC(=O)Cn1c(=N)n(CCOc2ccc3ccccc3c2)c2ccccc21	0%	-38%	-4%	1%	2%	5	-8%	0%	1%	2%	-58%
COc1ccc(C(=O)/C=C/c2cccs2)c(OC(=O)c2cccc([N+](=O)[O-])c2)c1	-7%	-28%	-12%	8%	?	11	23%	27%	4.8µM*	?	54%
COC(CNC(=O)c1ccc2c(=O)n(Cc3ccc(Cl)cc3)c(=S)[nH]c2c1)OC	-14%	?	-29%	5%	3%	3	2%	-1%	1%	0%	-1%
CCCCC(=O)Nc1ccc(C(=O)Nc2nnc(COC)s2)cc1	0%	27%	2%	0%	10%	-1	0%	0%	4%	2%	7%
COc1ccc(C(=O)NC2CC2)cc1OC1CCN(Cc2ccc(F)cc2F)CC1	0%	14%	2%	0%	-1%	18	9%	-4%	1%	-3%	-8%
O=C(NNC(=O)c1cc(-c2ccccc2)nc2ccccc12)Nc1cccc(Cl)c1	1%	31%	0%	-21%	0%	3	-5%	-2%	?	?	-67%
COc1cc(C(=O)NCCC2=CCCCC2)cc(OC)c1OC	3%	6%	-4%	0%	4%	10	-12%	2%	2%	-6%	-2%
CCOC(=O)N/N=C\c1sccc1C	-1%	25%	?	6%	10%	2	19%	2%	?	?	24%
C=CCN1C2CCCC1CC(NC(=S)Nc1cccc(OC)c1)C2 (centres undefined)	0%	-16%	-18%	-3%	-1%	0	-5%	0%	?	-6%	-2%
CNc1nc2c(c(=O)n(C)c(=O)n2C)n1CCCc1ccccc1	-1%	?	?	-2%	-20%	0	1%	-13%	-1%	?	-32%

Screens deposited in PubChem by National Center for Advancing Translational Sciences (NCATS).
